# Screening data: PubChem, several laboratories
# HIV peptide binding = inhibitors of HIV fusion peptide binding, primary screen, biochemical, uHTS, fluorescence dequenching (AID 1986). 0.3% of 290,000 active. cell-free peptide binding, fluorescence dequenching, 30 min; higher % means a stronger effect. inhibition, % at 20 µM; hits with a dose series show IC50 in µM; in the data active = inhibition mostly above about 52%, no sharp cut-off; inactive = mostly below about 76%; also: some results filed as inactive read as strong as hits
# GPR55 antagonists = GPR55 antagonists blocking LPI-driven arrestin recruitment, primary screen, imaging, U2OS, beta-arrestin-GFP, LPI agonist (AID 2013) | one-dose inhibition, % at 10 µM; IC50 in µM for titrated hits | 0.13% of 290,000 active | U2OS GPR55 beta-arrestin-GFP translocation imaging, LPI antagonism; higher % means a stronger effect;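 active = spots per cell inhibited over 60%, with over 100 cells counted and total cytoplasm intensity under 500,000; inconclusive = wells with under 100 cells, flagged as likely toxic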;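 also: U2OS cells stably carrying GPR55 and arrestin-GFP stimulated by 5 µM LPI near EC80; imaged beta-arrestin-GFP aggregate spots per cell after agonist stimulation; plate controls were LPI-stimulated DMSO wells for no effect and DMSO wells without LPI for full effect; some results filed as inactive read as strong as hits; confirmed hits need IC50 under 10 µM and bright autofluorescent wells are also inconclusive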
# LYP inhibition = inhibitors of LYP phosphatase, biochemical, fluorescence intensity, uHTS (AID 1779); recombinant LYP phosphatase, fluorescence intensity; higher % means a stronger effect; inhibition, % at 11.5 µM; hits with a dose series show IC50 in µM; 0.054% of 290,000 active; in the data active = inhibition above about 50%;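 also: plate controls were vehicle with enzyme for no effect and no enzyme for full effect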
# NTR1 agonist = NTR1-driven beta-arrestin-GFP spot formation – imaging, U2OS cells, high content, primary screen (AID 493036); P30989; agonist mode; activation, % at 20 µM; 0.17% of 330,000 active;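 active = activation at or above 40% of the spot to cytoplasm intensity ratio, with at least 20 cells analyzed; inconclusive = wells under 20 cells, flagged as cytotoxic or low count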;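 also: 0% = DMSO without peptide and 100% = 100 nM NTR1 peptide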
# Target sequence (P30989 whole entry, looked up): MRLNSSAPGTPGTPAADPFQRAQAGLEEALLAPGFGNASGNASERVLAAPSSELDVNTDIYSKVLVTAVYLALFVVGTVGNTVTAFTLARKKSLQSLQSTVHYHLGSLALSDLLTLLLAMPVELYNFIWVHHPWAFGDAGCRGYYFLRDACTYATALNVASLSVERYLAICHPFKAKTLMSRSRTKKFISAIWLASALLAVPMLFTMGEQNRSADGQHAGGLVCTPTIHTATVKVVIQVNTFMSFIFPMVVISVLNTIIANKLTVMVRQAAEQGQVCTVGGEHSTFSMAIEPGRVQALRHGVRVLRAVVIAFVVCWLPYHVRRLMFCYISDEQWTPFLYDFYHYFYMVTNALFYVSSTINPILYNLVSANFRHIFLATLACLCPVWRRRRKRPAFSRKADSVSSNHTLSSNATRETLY
# GPR35 arrestin U2OS = inhibition of zaprinast-stimulated GPR35 beta-arrestin translocation – imaging, U2OS, beta-arrestin-GFP, zaprinast agonist, primary screen (AID 2058) | U2OS GPR35 beta-arrestin-GFP translocation imaging, zaprinast antagonism; higher % means a stronger effect | inhibition, % at 10 µM, or IC50 in µM where a hit was titrated | 0.052% of 290,000 active;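 active = inhibition of at least 50% with at least 30 cells and total cytoplasm GFP at most 10,000,000; inconclusive = under 30 cells or total GFP of 10,000,000 plus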
# PhoP inhibition = PhoP-dependent GFP reporter repression – Salmonella Typhimurium, primary screen (AID 1863); 0.16% of 300,000 active; one-dose inhibition, % at 50 µM; IC50 in µM for titrated hits; S. Typhimurium PhoP-regulated promoter GFP reporter, 4 h; higher % means a stronger effect;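 active = inhibition over 29.93%, a cutoff 3 SD above the screen mean, later confirmed by dose response; inconclusive = inhibition over 29.93% but no dose response follow-up; inactive = inhibition at most 29.93% or unconfirmed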;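 also: 0% = low Mg2+ inducing control and 100% = high Mg2+ repressing control; strong numbers were not always called active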
# Myeloid diff MLP = compounds promoting myeloid differentiation. calls only at 10 µM. 1% of 360,000 active. ER-HoxA9 myeloid progenitors, lysozyme-GFP differentiation, flow cytometry. AID 624256;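 active = normalized GFP-positive differentiation at or above the plate's own cutoff, the solvent-only control mean plus 3 SD; inconclusive = no clear call, values can overlap the other calls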;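 also: cells exposed to compound for four days before flow analysis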
# Rac1 GTP hydrolysis = MgcRacGAP GTPase-activating activity inhibitors, confirmation, biochemical, ADP Hunter fluorescence. inhibition, % at 30 µM; hits with a dose series show IC50 in µM. 0.6% of 340,000 active. MgcRacGAP-stimulated Rac1 GTP hydrolysis, ADP Hunter fluorescence; higher % means a stronger effect; GST-tagged Rac1 F28L mutant substrate;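 active = first-screen hits whose inhibition reached a set limit at any dose in the follow-up dose series; inconclusive = inhibition above the set first-screen limit but never retested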;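 also: fluorescence reports GDP produced by GAP-driven GTP hydrolysis; strong numbers were not always called active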
# Siah-1 displacement = blockers of Siah-1 interaction with plectin peptide – biochemical, fluorescence polarization, rhodamine-plectin, uHTS, primary screen (AID 1817). 0.02% of 290,000 active. Siah-1 / rhodamine-plectin peptide fluorescence polarization; higher % means a stronger effect. displacement, % at 20 µM; hits with a dose series show IC50 in µM;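 active = displacement of at least 50% at 20 µM, with a fluorescence ratio check between 0.3 and a set limit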;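 also: plate controls were Siah plus tracer with DMSO for no effect and tracer alone without Siah for full effect; strong numbers were not always called active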
# NTR1 agonist cell count 20 µM = further read-out of NTR1 agonist, marked with its call; cell count; measured here: cell count, cytotoxicity flag
# Myeloid diff MLP GFP+ MAC1+ % = further read-out of Myeloid diff MLP, marked with its call; GFP+ MAC1+ double positive, %; measured here: differentiation confirmed by MAC1 staining
# * marks the source's active call; other numbers are inactive results; i = inactive; u = inconclusive; x = not tested or not shown; + = active, no number.
# Values in the order: Myeloid diff MLP GFP+ MAC1+ %, GPR35 arrestin U2OS, NTR1 agonist, HIV peptide binding, Rac1 GTP hydrolysis, NTR1 agonist cell count 20 µM, PhoP inhibition, Myeloid diff MLP, LYP inhibition, GPR55 antagonists, Siah-1 displacement
CCC(C)C(NC(=O)C1CCC(=O)N1C(=O)OCc1ccccc1)C(=O)NC(Cc1ccccc1)C(N)=O (configuration not stated)
  x, 5%, -0.1, 1.6%, -2%, 52, 1%, u, -5%, 1%, 2%
COC(=O)NNC(=O)c1ccc(C)c(Br)c1
  0.3, 7%, 1.8, -2.7%, 8%, 36, 2%, i, -9%, 5%, -5%
COc1ccc(N(C(=O)c2snc(C(N)=O)c2N)C(C(=O)NC2CCCC2)c2cc(OC)ccc2OC)c(OC)c1 (configuration not stated)
  0.4, 9%, 0.6, -1.5%, 6%, 42, 4%, i, -2%, -6%, -2%
Cc1ccc(-n2ccc(=O)c(C(=O)Nc3ccc(S(=O)(=O)N4CCOCC4)cc3)n2)cc1
  1.4, 6%, -1.1, -2.8%, 1%, 44, 6%, i, -4%, -8%, 7%
O=C(NCCCN1CCOCC1)c1cccs1
  0.6, 3%, 0.5, -1.5%, 0%, 76, 2%, i, -1%, -1%, -6%
O=C(Nc1ccc(-c2cscn2)cc1)C1CCCN(Cc2ccccc2)C1 (configuration not stated)
  0.7, 12%, 0.6, 0.2%, 0%, 47, 9%, i, -8%, -30%, -6%
S=C(NCc1ccco1)N1CCN(c2ccc(Cl)cc2)CC1
  0.6, -2%, 1.6, -0.5%, 12%, 97, 0%, i, -2%, 3%, -4%
O=c1c(N=Nc2ccc(O)cc2)c(-c2ccccc2)[nH]n1-c1ccc([N+](=O)[O-])cc1
  0.7*, 0%, 0.1, -2.7%, -2%, 61, 7%, +, -2%, -3%, -5%
COc1cc(OC)nc(Oc2ccccc2C(=O)Oc2cccc(C)c2)n1
  2.2, -4%, 6.1, 0.8%, 6%, 65, -1%, i, -5%, -12%, -1%
CCC(C)(C)NC(=O)CN(Cc1ccc2c(c1)OCO2)C(=O)CCC(=O)Nc1nccs1
  0.9, 0%, 1.7, 0.7%, 1%, 95, 2%, i, -3%, 19%, 10%
COc1ccc(C(=O)C(OC(=O)c2ccccc2)c2ccccc2)cc1 (configuration not stated)
  2.4, -9%, 2.3, 1.6%, 5%, 80, -4%, i, -6%, 8%, -1%
Cn1cc(S(=O)(=O)N2CCCC(C(=O)O)C2)cn1 (configuration not stated)
  0.2, 10%, 1.7, 2.0%, -3%, 58, -5%, i, -8%, 12%, 2%
Cc1ccc([N+](=O)[O-])c2c1C(N1CCCCC1)C(C)(C)O2 (configuration not stated)
  0.7, 10%, 0.1, -1.0%, 4%, 76, -8%, i, -5%, 0%, 8%
CC1CC1C(=O)Nc1nc(-c2ccccn2)cs1 (configuration not stated)
  1.0, 12%, 0.4, 21%, 14%, 53, 5%, i, 2%, -8%, 0%
Cn1ncc2c(O/N=C(\N)c3ccc(C(C)(C)C)cc3)ncnc21
  x, -8%, 22, -0.3%, 8%, 48, -8%, x, -3%, -7%, 14%
CCCOc1ccc(NC(=O)CC2C(=O)N(C)C(=S)N2Cc2cccs2)cc1 (configuration not stated)
  1.3, -5%, 0.5, 5.7%, 11%, 47, 2%, i, 2%, 2%, -5%
CCCNS(=O)(=O)c1ccc(CCC(=O)NCc2ccco2)cc1
  1.3, 7%, -1.5, 0.4%, 10%, 83, 0%, i, -6%, -2%, -1%
O=C1CCC(=O)N1CCC(c1ccc(F)cc1)c1ccco1 (configuration not stated)
  6.4, 2%, 0.0, 6.3%, 4%, 87, 1%, i, -8%, 1%, 4%
O=C(Nc1ccc(S(=O)(=O)N2CCCCCC2)cc1)c1ccco1
  0.7, 11%, -2.0, 1.8%, 8%, 88, 9%, i, 5%, 2%, 1%
Cc1ccc(/C=C2\Oc3c(ccc(O)c3CN3CCN(C)CC3)C2=O)cc1
  1.1, -4%, 0.8, 45%, 13%, 77, -18%, i, 2%, -7%, 11%
CCCn1nc(NS(=O)(=O)c2ccc(F)cc2)c2cc3ccccc3nc21
  x, 15%, -0.7, 9.2%, -15%, 58, -12%, u, -9%, 4%, 12%
COc1cccc(C2C(C(=O)NCc3ccccc3)=C(C)Nc3ncnn32)c1 (configuration not stated)
  2.5, 10%, 2.3, 1.4%, 12%, 96, -4%, i, -8%, -2%, -1%
COc1ccc(CNC(=O)c2cc(-c3ccccc3OC)on2)cc1
  7.4, 8%, 1.1, 5.4%, 2%, 53, -9%, i, -1%, 8%, 4%
O=S1(=O)N=C(Nc2ccc(O)c(CN3CCCCC3)c2)c2ccccc21
  2.1, -8%, 0.1, -0.7%, 13%, 59, -4%, i, -16%, -3%, -4%
COc1ccc(/C(O)=C2/C(=O)C(=O)N(CCCN3CCOCC3)C2c2ccc(C)cc2)cc1 (configuration not stated)
  0.9, -1%, -1.5, -0.6%, 6%, 64, 2%, i, -4%, -5%, 2%
O=C(O)c1ccccc1C(=O)OCCCCOC(=O)c1ccccc1C(=O)O
  0.8, 18%, 0.0, -1.5%, 0%, 88, -8%, i, 0%, 15%, 5%
CCCCOc1ccc(N2C(=O)CC(NCCc3ccc(S(N)(=O)=O)cc3)C2=O)cc1 (configuration not stated)
  1.1, -5%, -0.4, 0.9%, 4%, 82, 0%, i, -2%, -5%, 4%
Cc1cc(C)n(C(CC(=O)O)C(=O)O)n1 (configuration not stated)
  0.6, -9%, -0.7, -0.2%, 1%, 102, -5%, i, -9%, 6%, 2%
CC(C)(C)NC(=O)CCN(/N=C/c1ccncc1)C1=NS(=O)(=O)c2ccccc21
  0.5, 3%, 0.9, -2.4%, 7%, 49, 7%, i, -1%, 6%, -3%
COc1cc(OC)cc(C(=O)Nc2sc3c(c2C(N)=O)CCC3)c1
  0.4, 29%, -1.5, -1.4%, 2%, 40, -2%, i, -9%, 17%, 6%

# Random excerpt: 2 compounds from above
# Values in the order: Myeloid diff MLP GFP+ MAC1+ %, GPR35 arrestin U2OS, NTR1 agonist, HIV peptide binding, Rac1 GTP hydrolysis, NTR1 agonist cell count 20 µM, PhoP inhibition, Myeloid diff MLP, LYP inhibition, GPR55 antagonists, Siah-1 displacement
CCCCOc1ccc(N2C(=O)CC(NCCc3ccc(S(N)(=O)=O)cc3)C2=O)cc1 (configuration not stated)
  1.1, -5%, -0.4, 0.9%, 4%, 82, 0%, i, -2%, -5%, 4%
CC(C)(C)NC(=O)CCN(/N=C/c1ccncc1)C1=NS(=O)(=O)c2ccccc21
  0.5, 3%, 0.9, -2.4%, 7%, 49, 7%, i, -1%, 6%, -3%

# The listing continues.
# Values in the order: Myeloid diff MLP GFP+ MAC1+ %, GPR35 arrestin U2OS, NTR1 agonist, HIV peptide binding, Rac1 GTP hydrolysis, NTR1 agonist cell count 20 µM, PhoP inhibition, Myeloid diff MLP, LYP inhibition, GPR55 antagonists, Siah-1 displacement
Cc1ccc(OCC(=O)NCC2CCCO2)c(C)c1 (configuration not stated)
  0.4, 13%, 1.6, -0.9%, 3%, 54, -6%, i, -12%, -1%, 7%
Cc1ccc(OC(=O)C(C)c2cccc(C(=O)c3ccccc3)c2)cc1 (configuration not stated)
  1.8, 8%, 0.2, 7.1%, 2%, 49, 13%, i, 0%, 0%, -4%
O=C(CSCCO)Nc1ccc(C2CCCCC2)cc1
  0.5, 8%, -0.8, -1.1%, 2%, 66, -13%, i, -9%, 8%, -2%
CCCCSc1ccc(NC(=O)c2cccnc2)cc1
  0.8, -14%, 2.4, -0.9%, 2%, 86, -1%, i, -6%, -3%, 1%
COc1cc(OC)c(C(=O)NCC(c2cccs2)N(C)C)cc1OC (configuration not stated)
  0.5, 3%, 1.4, 2.2%, 6%, 68, 2%, i, -2%, 7%, 0%
CCN1CCN(C(=O)c2ccc3c(=O)n(Cc4ccccc4OC)c(=S)[nH]c3c2)CC1
  0.5, 7%, 0.7, 4.9%, 16%, 79, 31%, i, 3%, 5%, -3%
OC(c1cccs1)(c1cccs1)C1C[N+]2(CF)CCC1CC2 (configuration not stated)
  2.3, 0%, -0.5, -0.2%, -3%, 50, 2%, i, -9%, -4%, 1%
COc1cc(C2SC(C)C(=O)N2CCc2ccccc2)cc(OC)c1OC (configuration not stated)
  0.9, -6%, -0.2, 1.3%, 8%, 90, 6%, i, 3%, -1%, 0%
CC(C)OP(=O)(OC(C)C)C(NC(=O)c1ccccc1Br)C(N)=O (configuration not stated)
  0.4, 6%, 1.4, 0.7%, 6%, 47, -3%, i, -4%, 5%, 4%
NC(=O)c1ccccc1-c1nc(-c2ccccc2)no1
  0.4, -16%, -2.5, 0.6%, 5%, 111, 0%, i, -13%, 4%, -3%
CCN(Cc1ccc(C#CCCO)cc1)CC1CCCN(CCc2cccc(F)c2)C1 (configuration not stated)
  0.3, 3%, 2.3, -0.6%, 3%, 64, 7%, i, -4%, 9%, -5%
COc1ccccc1N1CCN(S(=O)(=O)c2c(C)ccc3nsnc23)CC1
  0.9, 5%, 4.6, -3.6%, 4%, 91, -6%, i, 0%, -3%, 2%
COc1ccccc1/C=N/N1CCN(Cc2ccccc2Cl)CC1
  0.6, -7%, 0.5, 0.6%, 10%, 65, 2%, i, -15%, 5%, -4%
CC1(C)Cc2nc3nc(SCC(=O)Nc4ccccc4)nc(N)c3cc2CO1
  0.4, 2%, -0.1, 0.1%, 9%, 35, -1%, i, 0%, 7%, 4%
Cc1[nH]n(-c2ccccc2)c(=O)c1C=Nc1cccc2cccnc12
  0.0, -16%, 10, -0.3%, 13%, 56, -7%, i, -4%, -8%, -4%
COc1cc2c(cc1OC)CN(CC(=O)Nc1ccc(S(=O)(=O)N3CCCC3)cc1)CC2
  3.9, 7%, 0.2, -0.5%, 11%, 47, 12%, i, -6%, -18%, -1%
Cc1cccc(N2C(=O)C(O)=C(C(=O)c3cccs3)C2c2cccc(Oc3ccccc3)c2)n1 (configuration not stated)
  0.9, 4%, -0.2, 58%, 5%, 65, -6%, i, -1%, -2%, 7%

# Some values from the entries so far:
# Value for `CCCCSc1ccc(NC(=O)c2cccnc2)cc1` in NTR1 agonist: 2.4
# Value for `COc1cc2c(cc1OC)CN(CC(=O)Nc1ccc(S(=O)(=O)N3CCCC3)cc1)CC2` in Siah-1 displacement: -1%
